Tb hexokinase: Trypanosoma brucei hexokinase 1 inhibitors, primary screen, biochemical, G6PDH-coupled NADH absorbance, MLSCN library; hexokinase 1 [Trypanosoma brucei]; recombinant TbHK1, G6PDH-coupled NADH A340; inhibition, % at 10 µM; 220,000 compounds, 0.11% hits; AID 1430, 2008;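 active means inhibition of 50% or more in the single-dose primary screen; inactive means inhibition below 50%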
Wee1 degr inh: Wee1 degradation inhibitors, primary screen, cell-based, HeLa, Wee1K328M-luciferase, luminescence; HeLa Luc-Wee1K328M stability; 100% = proteasome inhibitor MG132 effect; 220,000 compounds, 1.2% hits; AID 1321, 2008; Wee1-like protein kinase (Homo sapiens), P30291; reporter increase, % at 5 µM;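 active means activation above the mean of all tested compounds plus 3 SD, set per screening run, cut at about 8.8% in these data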;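 further: cells exposed to compound for 20 h before luminescence read; 0% = DMSO alone and 100% = MG132 at 30 µM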
CHOP inh: inhibitors of CHOP promoter induction, primary screen, cell-based, unfolded protein response, luciferase reporter. CHO-K1 CHOP-promoter luciferase, tunicamycin-induced, 15-18 h. inhibition, % at 10 µM. 220,000 compounds, 3.8% hits;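 active means compounds that reduced the stress-induced luciferase reporter signal by more than about 70% of percent inhibition, limit read from the data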;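 further: 0% = tunicamycin plus vehicle and 100% = wells without tunicamycin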
FXIIa inh 1536: human FXIIa protease inhibitors, primary screen, biochemical, 1536-well; inhibition, % at 5 µM; purified FXIIa, Boc-QGR-AMC fluorogenic substrate, 2 h; AID 800, 2007; Coagulation factor XII (Homo sapiens), P00748; 220,000 compounds, 0.3% hits; in the data active means inhibition above about 40%;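 further: 0% = enzyme with no compound and 100% = blank without enzyme; many of its hits are not listed in these tables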
L929 necroptosis: inhibitors of zVAD-triggered necroptosis, primary screen, L929 cells | L929 zVAD necroptosis rescue, ATP luminescence, 24 h; with zVAD 60 µM | viability rescue, % at 10 µM | 220,000 compounds, 0.38% hits;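 active means activation, scaled between plate controls, above about 75%, limit read from the data; inactive means activation under that limit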;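 further: 0% = zVAD with DMSO and 100% = DMSO alone without zVAD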
TNF necrop inh: inhibitors of TNF-alpha triggered necroptosis, primary screen, cell-based, Jurkat FADD-/-, single concentration. Jurkat FADD-/- TNF necroptosis rescue, ATP luminescence, 24 h; 0 = TNF only, 100 = no-TNF cells. 220,000 compounds, 0.068% hits. activation (protection from cell death), % at 10 µM. AID 463075, 2010;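 active means activation, meaning protection from cell death, of at least 50% relative to plate controls; inactive means activation below 50%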;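 further: necroptosis triggered by 40 ng/mL TNF-alpha added together with compound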
PPC-1+TRAIL kill: compounds killing PPC-1 cancer cells with TRAIL present, primary screen, TRAIL potentiator project, ATPLite luminescence, uHTS; PPC-1 cells + TRAIL, ATPLite viability luminescence; cell killing (% activity), % at 4 µM; 220,000 compounds, 0.41% hits;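 active means cell killing above 50% in the first pass at 4 µM, then a duplicate retest at 5 µM averaging 50% or more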;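 further: plate controls were cells with TRAIL plus DMSO for no effect and medium-only wells lacking cells for full effect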
EP2 antag: human EP2 receptor antagonists, primary screen, TR-FRET cAMP, C6 glioma cells | Prostaglandin E2 receptor EP2 subtype (Homo sapiens), P43116 | C6 glioma cells expressing human EP2; cells stimulated with saturating PGE2 | inhibition, % at 25 µM | 260,000 compounds, 0.52% hits | AID 1422, 2008;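 active means percent inhibition above 40 after rounding to a whole number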;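 further: rat C6 glioma host cells with rolipram phosphodiesterase inhibitor present; the protocol text gives 20 µM as final concentration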
Target sequence (P43116 whole entry, looked up): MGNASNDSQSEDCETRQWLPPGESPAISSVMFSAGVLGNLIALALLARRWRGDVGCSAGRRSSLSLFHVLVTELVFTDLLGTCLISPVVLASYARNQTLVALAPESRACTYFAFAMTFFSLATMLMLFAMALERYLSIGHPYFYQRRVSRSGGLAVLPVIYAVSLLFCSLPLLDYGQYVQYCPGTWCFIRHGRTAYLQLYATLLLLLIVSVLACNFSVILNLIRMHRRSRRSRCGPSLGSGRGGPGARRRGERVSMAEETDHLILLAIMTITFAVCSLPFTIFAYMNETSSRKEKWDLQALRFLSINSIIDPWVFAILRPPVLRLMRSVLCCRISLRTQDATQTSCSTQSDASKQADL
FXIa inh: human FXIa protease inhibitors, primary screen, biochemical, 1536-well; 220,000 compounds, 0.14% hits; inhibition, % at 5 µM; Coagulation factor XI (Homo sapiens), P03951; purified FXIa, Boc-Glu-Ala-Arg-AMC fluorogenic substrate;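 active means inhibition of at least 40%; inactive means inhibition below 40%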;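 further: fluorescence of freed AMC excited at 355 nm; 0% = enzyme without compound and 100% = no enzyme blank; many of its hits are not listed in these tables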
Target sequence (P03951 19-387 limits assumed): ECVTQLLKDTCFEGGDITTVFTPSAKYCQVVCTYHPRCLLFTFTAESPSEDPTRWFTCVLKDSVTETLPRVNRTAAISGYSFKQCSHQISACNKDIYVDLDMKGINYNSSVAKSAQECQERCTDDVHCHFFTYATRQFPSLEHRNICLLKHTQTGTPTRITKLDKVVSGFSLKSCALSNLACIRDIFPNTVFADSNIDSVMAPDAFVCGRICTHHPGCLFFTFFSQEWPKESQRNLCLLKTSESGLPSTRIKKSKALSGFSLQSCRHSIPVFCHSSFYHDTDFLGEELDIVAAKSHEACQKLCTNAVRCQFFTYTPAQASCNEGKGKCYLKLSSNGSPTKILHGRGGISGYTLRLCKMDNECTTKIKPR
Target sequence (P03951 388-625 limits assumed): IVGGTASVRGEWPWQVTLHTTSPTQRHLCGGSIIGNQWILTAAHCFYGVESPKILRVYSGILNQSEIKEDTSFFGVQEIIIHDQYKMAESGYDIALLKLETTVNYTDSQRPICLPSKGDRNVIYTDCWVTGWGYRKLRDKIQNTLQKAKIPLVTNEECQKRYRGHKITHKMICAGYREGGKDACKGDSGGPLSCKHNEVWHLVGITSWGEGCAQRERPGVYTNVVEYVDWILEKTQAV
Starred values were filed as active, the others as inactive; / = not tested or not shown; & = joins results of further samples. Not all compounds are listed; the hit share may differ from the screen's.

SMILES | Tb hexokinase | Wee1 degr inh | CHOP inh | FXIIa inh 1536 | L929 necroptosis | TNF necrop inh | PPC-1+TRAIL kill | EP2 antag | FXIa inh
COc1cccc(/C=C2\SC(=S)N(N3C(=O)CCCC3=O)C2=O)c1 | -4 | 2 | 26 | -8 | 0.3 | -2.0 | -18 | 20 | -4
O=C(c1ccc(COc2ccccc2Br)o1)N1CCCCCC1 | 12 | 0 | 6 | -8 | 0.8 | -0.9 | 21 | 10 | 0
O=C(CSCc1ccc(Cl)cc1)Nc1ccc(S(=O)(=O)N2CCOCC2)cc1 | 36 | 2 | 47 | 12 | 0.8 | 6.0 | 19 | 6 | 0
CCCn1c2ccc(F)cc2c2nnc(NN)nc21 | -8 | 0 | -14 | -6 | 6.4 | 0.0 | -6 | 4 | -2
CC(NC(=O)CCNS(=O)(=O)c1ccc2c(c1)c(=O)n(C)c(=O)n2C)c1ccccc1 (stereo unspecified) | 21 | -2 | -1 | 14 | -0.1 | -0.2 | -3 | 5 | -6
COc1ccccc1-c1cc(C(=O)Nc2cccnc2)no1 | 2 | -3 | / | 19 | 0.1 | -13 | 46 | / | 7
COC(=O)CN(c1ccccn1)S(=O)(=O)c1ccccc1 | -11 | 2 | 11 | 7 | -0.3 | -3.9 | 14 | 14&4 | -7
O=P(COCCO)(c1ccccc1)c1ccccc1 | -6 | -1 | 6 | 9 | -0.3 | -3.0 | 5 | 5 | -3
Cc1c(/C=N/Nc2nc3ccccc3[nH]2)c2ccccc2n1C | -37 | 2 | -218 | 0 | 50 | 14 | 8 | 16 | 1
CN(C)c1ccc(/C=N/NC(=O)CCc2c[nH]c3ccccc23)cc1 | -5 | -4 | 6 | 9 | 1.6 | -0.5 | 10 | 12 | -5
Cc1ccc(/C=C2/NC(=O)N(Cc3ccc(Br)cc3)C2=O)o1 | -14 | 2 | 105* | 17 | 1.0 | 0.6 | 13 | 5 | 8
CC(Oc1ccc(Cl)cc1)c1ccnn1S(C)(=O)=O (stereo unspecified) | -4 | 0 | 3 | 15 | 0.2 | 1.3 | 21 | 19 | 6
O=C(NC(NC(=S)Nc1ccccc1Cl)C(Cl)(Cl)Cl)c1cccc(Cl)c1 (stereo unspecified) | -1 | -2 | 87* | 2 | 0.1 | 0.0 | 18 | 7 | 3
Cc1ccnc(NS(=O)(=O)c2cc([N+](=O)[O-])ccc2C)c1 | -3 | -2 | 0 | 13 | 4.9 | -0.3 | -8 | 12 | -5
COc1ccccc1NC(=O)CSC1=NC(=O)C(NC(C)=O)C(=O)N1 (stereo unspecified) | -5 | -2 | 2 | 16 | 0.0 | -1.6 | 40 | 14 | 8
Cc1nc2ccc(Cl)cc2nc1C | -1 | 0 | 21 | 8 | -0.2 | 2.0 | 3 | 5 | 1
CCN1CCN(Cc2c(OC)ccc3ccccc23)CC1 | 8 | -3 | -7 | 3 | -0.4 | 1.2 | 19 | 11 | 3
Cc1[nH]c2ccccc2c1C(=O)C(=O)NCCOc1ccccc1 | 1 | -1 | 22 | 9 | 1.4 | 1.2 | 8 | 8 | 1
Cc1cnc(C(=O)Nc2cccc(S(=O)(=O)N(C)C)c2)cn1 | -4 | -2 | 2 | -5 | 0.6 | -1.3 | -1 | 6 | -6
Cc1ccc(S(=O)(=O)NCc2ccc(C(=O)N3CCN(c4ccccn4)CC3)cc2)cc1 | -9 | -2 | 17 | -2 | 4.9 | -0.6 | -15 | 10 | 4
Cc1ccc(NC(=S)N/N=C/c2ccc([N+](=O)[O-])s2)cc1 | 5 | 0 | -43 | 10 | 0.6 | -1.8 | 18 | 16 | -1
CSc1ccc(S(=O)(=O)N2CCN(Cc3ccc4c(c3)OCO4)CC2)cc1 | 1 | -1 | 62 | 5 | 0.6 | 3.7 | -18 | 7 | -3
CC(CC1C(C#N)=C(N)SC(N)=C1C#N)c1ccccc1 (stereo unspecified) | -11 | 3 | -24 | 23 | 0.2 | -4.3 | 21 | 16 | 11
O=C1CN(C(=O)CSc2nc3ccccc3c(=O)n2CCCN2CCOCC2)c2ccccc2N1 | -7 | 0 | -8 | 3 | -0.7 | 0.8 | 11 | 17 | -2
Cc1nnc(SCc2cc(=O)[nH]c(Nc3nc(C)c4cc(C)c(C)cc4n3)n2)s1 | -8 | 1 | -48 | 2 | 1.6 | 1.5 | 12 | 1 | -7

Arranged by molecular weight (rising): part of the list above.
SMILES | Tb hexokinase | Wee1 degr inh | CHOP inh | FXIIa inh 1536 | L929 necroptosis | TNF necrop inh | PPC-1+TRAIL kill | EP2 antag | FXIa inh
Cc1nc2ccc(Cl)cc2nc1C | -1 | 0 | 21 | 8 | -0.2 | 2.0 | 3 | 5 | 1
CCCn1c2ccc(F)cc2c2nnc(NN)nc21 | -8 | 0 | -14 | -6 | 6.4 | 0.0 | -6 | 4 | -2
Cc1ccnc(NS(=O)(=O)c2cc([N+](=O)[O-])ccc2C)c1 | -3 | -2 | 0 | 13 | 4.9 | -0.3 | -8 | 12 | -5
Cc1ccc(NC(=S)N/N=C/c2ccc([N+](=O)[O-])s2)cc1 | 5 | 0 | -43 | 10 | 0.6 | -1.8 | 18 | 16 | -1
Cc1ccc(/C=C2/NC(=O)N(Cc3ccc(Br)cc3)C2=O)o1 | -14 | 2 | 105* | 17 | 1.0 | 0.6 | 13 | 5 | 8
COc1cccc(/C=C2\SC(=S)N(N3C(=O)CCCC3=O)C2=O)c1 | -4 | 2 | 26 | -8 | 0.3 | -2.0 | -18 | 20 | -4
O=C(c1ccc(COc2ccccc2Br)o1)N1CCCCCC1 | 12 | 0 | 6 | -8 | 0.8 | -0.9 | 21 | 10 | 0
CSc1ccc(S(=O)(=O)N2CCN(Cc3ccc4c(c3)OCO4)CC2)cc1 | 1 | -1 | 62 | 5 | 0.6 | 3.7 | -18 | 7 | -3
Cc1nnc(SCc2cc(=O)[nH]c(Nc3nc(C)c4cc(C)c(C)cc4n3)n2)s1 | -8 | 1 | -48 | 2 | 1.6 | 1.5 | 12 | 1 | -7
Cc1ccc(S(=O)(=O)NCc2ccc(C(=O)N3CCN(c4ccccn4)CC3)cc2)cc1 | -9 | -2 | 17 | -2 | 4.9 | -0.6 | -15 | 10 | 4

Carrying on:
SMILES | Tb hexokinase | Wee1 degr inh | CHOP inh | FXIIa inh 1536 | L929 necroptosis | TNF necrop inh | PPC-1+TRAIL kill | EP2 antag | FXIa inh
CN(Cc1cn(C)nc1-c1ccc(Oc2ccccc2)cc1)Cc1cnc2ccccn12 | -11 | -2 | 46 | 7 | -0.7 | -3.2 | -11 | 6 | 0
CC(=O)NCCSCCNC(C)=O | 0 | 0 | 29 | 7 | 4.9 | 2.0 | 0 | 7 | 2
Cc1ccc(-n2[nH]c(C)c(CCC#N)c2=O)cc1 | -3 | -2 | -10 | 8 | 0.0 | 0.5 | 13 | 5 | 6
COc1ccc(C2C(C(=O)N3CCCC3)c3cc(OC)c(OC)cc3C(=O)N2C)cc1OC (stereo unspecified) | 5 | -1 | 23 | 19 | -0.1 | 3.7 | 15 | 2 | -4
CCOc1ccc(N=Cc2c(C)[nH]n(-c3nc4ccccc4[nH]3)c2=O)cc1 | -10 | 4 | -13 | 5 | -1.4 | -13 | 74* | 3 | 8
COc1cc(SC)ccc1C(=O)N1CCN(c2ccccc2OC)CC1 | 4 | 4 | 1 | 4 | 2.5 | -4.4 | 1 | 6 | -3
CCOC(=O)c1c(NC(=O)CN2CCCCC2)sc2c1CCC(C=O)=C2Cl | 8 | 0 | -11 | 14 | 2.4 | -11 | 11 | 14 | 18
COc1ccccc1/C=C/C(=O)NCC(=O)N/N=C/c1ccccc1[N+](=O)[O-] | -9 | -2 | 5 | 4 | 1.6 | -0.7 | / | 7 | -2
O=C(CCCSc1nc2sc3c(c2c(=O)[nH]1)CCC3)NCCO | -1 | -3 | -9 | -8 | 0.3 | -4.8 | 16 | 12&10 | -13
CC(C)CN(CC(C)C)S(=O)(=O)N1CCC(C(=O)NCc2cccnc2)CC1 | -7 | -2 | 16 | 8 | 0.1 | 0.5 | 9 | 5 | 2
O=S1(=O)NC(=NC2CCCCCC2)c2ccccc21 | 6 | -1 | -21 | 20 | -0.6 | -0.6 | 5 | 4 | 15
CCOC(=O)N1CCc2c(sc3c2c(=O)n(Cc2ccccc2)c(=O)n3Cc2cccc(C)c2)C1 | 1 | 1 | 27 | 5 | / | 0.1 | 3 | 9 | -1
CCOc1ccccc1C(=O)N[C@H](C(=O)OCc1cc([N+](=O)[O-])cc2c1OCOC2)C(C)C | -9 | -1 | 23 | 1 | 1.8 | 2.1 | 12 | 3 | -7
COc1ccc(CC(=O)Nc2ccc(C(=O)NC(C)(C)C)cc2)cc1OC | -1 | 6 | 5 | 13 | 2.6 | 0.7 | 3 | 10 | 1
COc1ccc2c(c1OC)C(=O)N(c1cccc(C)c1)C2=O | -1 | -4 | -2 | 16 | -0.6 | -1.5 | 9 | 0 | 2
COc1ccccc1NC(=S)N/N=C/c1ccc(O)cc1 | -24 | 7 | -47 | 1 | 0.6 | 1.9 | 32 | 8 | -7
COc1ccc(OC)c(-c2nnc(SCC(=O)NC3CCCCC3)o2)c1 | -13 | -1 | 7 | 13 | 3.6 | 0.6 | -2 | 8 | 7
COC(=O)c1sc(NC(=S)NC(=O)c2ccccc2F)nc1C | -19 | 5 | 23 | 9 | 2.0 | 0.3 | 21 | 25 | 0
Cc1ccc2nc(NC(=O)Cc3cccs3)sc2c1 | -6 | 5 | -8 | 27 | 1.0 | 5.7 | 23 | 1 | 17
CCCc1cc(NCc2ccccn2)n2nc(C)c(-c3ccccc3)c2n1 | -8 | 0 | -13 | 11 | 12 | 5.9 | -4 | 4 | -1
CN(C)S(=O)(=O)Nc1ccc(C(=O)O)cc1 | -5 | 5 | -51 | 13 | 1.0 | -0.4 | 20 | 7 | 7
C/C=C\C(=O)Nc1cccc(C2=NOC3(C2)C[C@@H](C(N)=O)N(C(=O)CC(c2ccccc2)c2ccccc2)C3)c1 (stereo partly specified) | -23 | / | -3 | 1 | 0.0 | 2.5 | 6 | 21 | -2
COCCCNC(=O)[C@H](CSCc1ccccc1)N1Cc2ccccc2C1=O | -7 | 1 | 11 | 8 | 0.4 | -0.1 | -9 | 3 | -5
COc1ccc(CN2C3CCCC2CC(NC(=O)/C=C/c2ccccc2)C3)cc1 (stereo unspecified) | 2 | 3 | 0 | -3 | 2.1 | 4.7 | -12 | 39 | 1
CC(=O)c1c(C)[nH]c(C(=O)OC2CCOC2=O)c1C (stereo unspecified) | -2 | 0 | -5 | 12 | 0.7 | 1.1 | -24 | 12 | -2
CC(=O)n1cc([C@H]2C=C(C(=O)N3CCN(Cc4ccc5c(c4)OCO5)CC3)O[C@@H](OCc3ccc(CO)cc3)C2)c2ccccc21 | -23 | -2 | 51 | 7 | 1.2 | -3.0 | 5 | 0 | 1
S=C(NCCN1CCOCC1)Nc1ccc(Nc2ccccc2)cc1 | -4 | -1 | 25 | 6 | 0.7 | -3.1 | 0 | 7 | 2
